High-throughput results (PubChem)
OX1R antag-1: blocks the human orexin 1 receptor; O43613; CHO/OX1R cells, Fluo-8 calcium fluorescence, orexin A; inhibition, % at 5 µM; 0.43% of 330,000 active; AID 434989;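 active means inhibition above its plate's threshold, mean inhibition of all tested compounds on the plate plus 3 SD, cut at about 37% in these data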;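 further: 0% = orexin A challenge wells and 100% = SB-334867-A antagonist wells; not every result past the cut was called active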
Target sequence (O43613 whole entry, looked up): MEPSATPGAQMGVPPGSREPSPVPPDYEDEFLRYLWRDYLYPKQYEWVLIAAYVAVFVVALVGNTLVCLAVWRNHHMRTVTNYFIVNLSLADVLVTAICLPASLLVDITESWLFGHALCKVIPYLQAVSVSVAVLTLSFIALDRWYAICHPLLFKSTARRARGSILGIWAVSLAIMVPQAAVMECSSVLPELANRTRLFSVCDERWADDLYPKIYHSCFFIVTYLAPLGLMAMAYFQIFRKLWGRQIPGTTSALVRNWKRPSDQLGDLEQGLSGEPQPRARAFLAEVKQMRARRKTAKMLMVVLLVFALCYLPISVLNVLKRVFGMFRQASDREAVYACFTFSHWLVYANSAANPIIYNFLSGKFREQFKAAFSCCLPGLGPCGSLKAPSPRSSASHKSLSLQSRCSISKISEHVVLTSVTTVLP
OX1R antag-2: OX1R (human) antagonism; O43613; OX1R-expressing cells, FRET antagonist read-out; inhibition, % at 6.6 µM; 1.8% of 330,000 active; AID 485270; in the data active means inhibition mostly above about 38%, no sharp cut-off; inactive means mostly below about 40%;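 further: 0% = agonist challenge alone and 100% = reference antagonist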
Active calls of the source: *. No enrichment for hits; about 2% have a hit in one of these screens.

| Structure | OX1R antag-1 | OX1R antag-2 |
| --- | --- | --- |
| Cc1ccc(S(=O)(=O)NC(CC(N)=O)C(=O)O)cc1 (configuration not stated) | -8 | 10 |
| CCOCCCNC(=O)C(c1ccc(C)cc1)N(Cc1cccs1)C(=O)c1ccccc1O (configuration not stated) | -28 | 16 |
| CCO[C@H]1OC(C(=O)NCc2nc3ccccc3[nH]2)=C[C@@H](c2ccccc2)[C@@H]1CCCO | -17 | 32 |
| COC(=O)/C(=C(/F)SCC(C)=O)C(F)(F)F | 1 | 15 |
| O=C(N/N=C/c1cccc(Oc2ccccc2)c1)c1ccncc1 | -17 | 22 |
| Cc1nc2c(C(F)(F)F)cccc2c2c1CCS2 | -12 | 22 |
| COc1ccc(CN(C)C(=O)c2ccc(NC(=O)CC3SC(N4CCCC4)=NC3=O)cc2)c(OC)c1 (configuration not stated) | -17 | 14 |
| COc1ccc(OC)c(/C=N/N(CCC#N)C2=NS(=O)(=O)c3ccccc32)c1 | -21 | 1 |
| Cc1ccc(S(=O)(=O)N2[C@@H](c3ccc(F)cc3)C(C(=O)O)=CC[C@H]2c2cccc(C)c2)cc1 | -8 | 28 |
| CC(C)C[C@@]12C(=O)N(c3cccc(Cl)c3)C(=O)N1[C@H](c1ccc(Br)cc1)[C@@H]1C(=O)N(C(C)(C)C)C(=O)[C@@H]12 | -43 | -23 |
| COc1ccc(-c2onc3ccc(Cl)cc23)cc1 | -21 | 21 |
| CN(C)C(CNC(=O)c1cc(S(=O)(=O)N2CCOCC2)ccc1F)c1cccs1 (configuration not stated) | -11 | -2 |
| O=C(COC(=O)c1cc2ccccc2oc1=O)Nc1cccc(Br)c1 | -12 | 25 |
| COc1cc(-n2c(C)nc3cc(C(=O)O)ccc32)cc(OC)c1OC | -13 | 8 |
| c1ccc(N2CCN(C3CCSC3)CC2)cc1 (configuration not stated) | -5 | 12 |
| Cc1cc(N2CCCC2)n2nc(C)nc2n1 | -15 | 4 |
| O=C(/C=C/c1ccc(F)cc1)NCc1ccco1 | -10 | 27 |
| Cc1onc(-c2ccccc2)c1C(=O)N1CCCC1 | -16 | 28 |
| CC1CCCCN1S(=O)(=O)c1cn(C)c(=O)n(C)c1=O (configuration not stated) | -15 | 5 |
| CN1CCN(S(=O)(=O)c2ccc(CNC(=O)c3ccccc3)s2)CC1 | -19 | 1 |
| CCOC(=O)C1C(=O)NC(c2ccccc2)=NC1c1ccccc1 (configuration not stated) | -20 | 17 |
| Cc1ccc(N2C(=O)c3cccc4c([N+](=O)[O-])ccc(c34)C2=O)c2cccnc12 | 15 | 18 |
| CCOC(=O)CNC(=O)c1cc(C)oc1C | -6 | 6 |
| COc1ccc(C(C)NC(=S)NCc2ccc(F)cc2)cc1OC (configuration not stated) | -13 | 12 |
| CCOC(=O)C(CCCCOc1cccc(CC)c1)C(=O)OCC | -11 | 5 |

Further entries follow:
| Structure | OX1R antag-1 | OX1R antag-2 |
| --- | --- | --- |
| Nc1nonc1-n1nnc(C(=O)N/N=C/c2cccnc2)c1CSc1ccc(Cl)cc1 | 20 | 47* |
| COC(=O)C1CCN(C(=O)CCC2CCCCC2)CC1 | -25 | 20 |
| COc1ccc(C(=O)NCCc2nnc(SCC(=O)Nc3ccccc3F)n2C)cc1 | -23 | 15 |
| O=S(=O)(c1cccc(-c2cn3ccccc3n2)c1)N1CCCC1 | -29 | 18 |
| CCCCCN(C(=O)CCC(=O)OCc1cccc(F)c1)c1c(N)n(CCCC)c(=O)[nH]c1=O | -9 | 2 |
| OCn1ncn(-c2ccccc2)c1=S | -2 | 14 |
| CN(C(=S)Nc1ccc(F)cc1)C1(c2ccccc2Cl)CCCCC1=O (configuration not stated) | -6 | 12 |
| Cc1cc(N)ccc1-c1cc2ccccc2oc1=O | -13 | 2 |
| O=C(CCn1c(=O)sc2ccccc21)NCc1ccco1 | 0 | 9 |
| Cc1cc(C(=O)NCc2cccs2)nn1C | 0 | 1 |
| c1ccc2c(c1)C(=Nn1cnnc1)c1ccccc1-2 | -7 | 37 |
| Cc1cc(C(=O)N/N=C/C=C/c2ccccc2)c(C)o1 | -5 | 21 |
| CC(Sc1ccsc1[N+](=O)[O-])C(=O)NCCc1ccc(Cl)cc1 (configuration not stated) | -22 | 31 |
| O=C(COc1ccccc1[N+](=O)[O-])N(C1CCCCC1)C1CCS(=O)(=O)C1 (configuration not stated) | -20 | 2 |
| CN(CCc1ccccn1)C(=O)c1ccc(OC2CCN(CCc3ccccc3)CC2)cc1 | -30 | 24 |
| O=C(NNc1nc2cc3c(cc2s1)OCO3)c1cccc(F)c1 | -11 | 6 |
| COc1ccc(NC(=O)CN(C)C(=O)/C=C/c2cn(Cc3ccccc3)nc2-c2cccnc2)cc1 | -27 | 18 |
| CCCCn1nnc(NC(=S)NC(=O)c2cccs2)n1 | 0 | 8 |
| COc1ccc(NC(=O)Nc2nccs2)cc1 | -20 | 9 |
| CSCC[C@H](NC(=O)OC(C)(C)C)c1nnc(SCC(=O)Nc2c(C)cccc2C)o1 | -14 | 4 |
| CC(C)c1ccccc1NC(=O)CC1(CC(=O)O)CCCC1 | -9 | 8 |
| O=C(CCn1cnnn1)Nc1ccc(F)cc1 | -12 | -1 |
| O=C1Cc2cc(S(=O)(=O)NCc3ccc(F)cc3)ccc2N1 | 3 | 7 |
| CCCc1nc2ccccc2c(C(=O)OCC(=O)Nc2ccc(S(=O)(=O)N3CCOCC3)cc2)c1CC | -16 | -2 |
| CC(=O)Nc1ccc(NC(=O)c2ccccc2C)cc1 | -17 | 12 |

Single values from the entries so far:
Reading for `O=C(CCn1c(=O)sc2ccccc21)NCc1ccco1` in OX1R antag-1: 0
Reading for `CCCCn1nnc(NC(=S)NC(=O)c2cccs2)n1` in OX1R antag-1: 0

Continuation:
| Structure | OX1R antag-1 | OX1R antag-2 |
| --- | --- | --- |
| O=C(CC1C(=O)NCCN1C/C=C/c1ccccc1)NCCCC1CCCC1 (configuration not stated) | -38 | 1 |
| CC(C)CCNC(=O)CCc1nnc2ccc(N3CCC(C)CC3)nn12 | -28 | -1 |
| CCc1nnc(NC(=O)c2ccc(S(=O)(=O)N3CCCc4ccccc43)cc2)o1 | -6 | -13 |
| Cn1c(NCc2cccc(Br)c2)nc2ccccc21 | -26 | 1 |
| CCOC(=O)c1sc(NC(=O)c2cccnc2)nc1C | -5 | 15 |
| CC(=O)c1cccc(N(CC(=O)Nc2ccc(S(=O)(=O)N3CCCC3)cc2)S(C)(=O)=O)c1 | -7 | 10 |
| COCCNC(=O)C1Nc2ccc(OC(F)(F)F)cc2C2C=CCC12 (configuration not stated) | -12 | 9 |
| Cn1ncc(N=Cc2ccc([N+](=O)[O-])cc2)c1C(=O)N1CCOCC1 | 1 | 14 |
| CCc1ccc(NC(=O)C2CCC(CNC(=O)[C@@H]3Cc4ccccc4CN3)CC2)cc1 (some centres not stated) | -9 | 2 |
| COc1cc(/C=C2/C(=O)NN(c3cccc(C)c3)C2=O)cc([N+](=O)[O-])c1O | -19 | 11 |
| C[C@@H](O)CC#Cc1ccc2oc(=O)c(-n3cc(-c4ccsc4)nn3)cc2c1 | 1 | 3 |
| O=C(CSc1nnc(-c2ccco2)o1)NCC(=O)c1ccccc1 | -8 | 13 |
| O=C(N/N=C/c1cccnc1)C1CCCN(S(=O)(=O)c2ccccc2)C1 (configuration not stated) | -19 | 39 |
| CCCCn1nnnc1SCC(=O)Nc1ccc(C)cc1 | -12 | 9 |
| CC(C(=O)Nc1cc([N+](=O)[O-])ccc1Cl)N1CCN(c2ccccc2)CC1 (configuration not stated) | -12 | 10 |
| COc1ccc(C2C=C(c3ccc(Br)cc3)Nc3nc(NS(C)(=O)=O)nn32)cc1 (configuration not stated) | 5 | 14 |
| Cc1occc1C(=O)NNC(=O)Nc1ccc(Cl)c(Cl)c1 | -24 | 7 |
| N#Cc1ccc(CO/N=C/c2ccccc2)cc1 | -10 | 32 |
| CC1CCCCN1S(=O)(=O)c1ccc(-n2cnnn2)cc1 (configuration not stated) | -10 | 7 |
| CC(C)(C)C(=O)O/N=C1\CCS(=O)(=O)c2sccc21 | 0 | 3 |
| Cc1ccc(S(=O)(=O)N/N=C/c2cccc(OC3CSC3)c2)cc1 | -8 | 17 |
| Cc1oc(-c2ccccc2)nc1C(=O)N1CCN(c2ccc(F)cc2)CC1 | -23 | 5 |
| COc1cccc(C2C3=C(N=c4s/c(=C\c5ccccc5O)c(=O)n42)c2ccccc2CC3)c1OC (configuration not stated) | -14 | 6 |
| Cc1cc2ccccc2c(=O)n1CC(=O)NCC(=O)N(C)C1CCCCC1 | -10 | 8 |
| O=C(Nc1cccc(-c2cccc(Cl)c2)c1)C1CCN(Cc2ccon2)CC1 | -19 | 34 |
| O=C(NCCNC(=O)c1ccccc1[N+](=O)[O-])c1ccccc1[N+](=O)[O-] | -4 | 29 |
| Cc1ccc(C(=O)C(NC(=O)c2ccco2)N2CCOCC2)cc1 (configuration not stated) | -12 | 4 |

21 compounds out of the list, sorted by heavy-atom count, highest first.
| Structure | OX1R antag-1 | OX1R antag-2 |
| --- | --- | --- |
| CCCc1nc2ccccc2c(C(=O)OCC(=O)Nc2ccc(S(=O)(=O)N3CCOCC3)cc2)c1CC | -16 | -2 |
| COc1cccc(C2C3=C(N=c4s/c(=C\c5ccccc5O)c(=O)n42)c2ccccc2CC3)c1OC (configuration not stated) | -14 | 6 |
| CCCCCN(C(=O)CCC(=O)OCc1cccc(F)c1)c1c(N)n(CCCC)c(=O)[nH]c1=O | -9 | 2 |
| CN(CCc1ccccn1)C(=O)c1ccc(OC2CCN(CCc3ccccc3)CC2)cc1 | -30 | 24 |
| CCO[C@H]1OC(C(=O)NCc2nc3ccccc3[nH]2)=C[C@@H](c2ccccc2)[C@@H]1CCCO | -17 | 32 |
| CSCC[C@H](NC(=O)OC(C)(C)C)c1nnc(SCC(=O)Nc2c(C)cccc2C)o1 | -14 | 4 |
| CN(C)C(CNC(=O)c1cc(S(=O)(=O)N2CCOCC2)ccc1F)c1cccs1 (configuration not stated) | -11 | -2 |
| O=C(CC1C(=O)NCCN1C/C=C/c1ccccc1)NCCCC1CCCC1 (configuration not stated) | -38 | 1 |
| C[C@@H](O)CC#Cc1ccc2oc(=O)c(-n3cc(-c4ccsc4)nn3)cc2c1 | 1 | 3 |
| O=C(NCCNC(=O)c1ccccc1[N+](=O)[O-])c1ccccc1[N+](=O)[O-] | -4 | 29 |
| O=C(COC(=O)c1cc2ccccc2oc1=O)Nc1cccc(Br)c1 | -12 | 25 |
| Cc1ccc(S(=O)(=O)N/N=C/c2cccc(OC3CSC3)c2)cc1 | -8 | 17 |
| CC(Sc1ccsc1[N+](=O)[O-])C(=O)NCCc1ccc(Cl)cc1 (configuration not stated) | -22 | 31 |
| O=C1Cc2cc(S(=O)(=O)NCc3ccc(F)cc3)ccc2N1 | 3 | 7 |
| CC1CCCCN1S(=O)(=O)c1ccc(-n2cnnn2)cc1 (configuration not stated) | -10 | 7 |
| CCOC(=O)c1sc(NC(=O)c2cccnc2)nc1C | -5 | 15 |
| c1ccc2c(c1)C(=Nn1cnnc1)c1ccccc1-2 | -7 | 37 |
| COc1ccc(-c2onc3ccc(Cl)cc23)cc1 | -21 | 21 |
| COc1ccc(NC(=O)Nc2nccs2)cc1 | -20 | 9 |
| CCOC(=O)CNC(=O)c1cc(C)oc1C | -6 | 6 |
| OCn1ncn(-c2ccccc2)c1=S | -2 | 14 |
